# Bioassay records deposited in PubChem BioAssay by several laboratories.
# NPY-Y1 PAM-ag: human NPY-Y1 potentiation or agonism, primary screen. P25929. NPY-Y1 expressing cells, potentiator/agonist activation. hit rate 0.37% among 220,000. AID 1304. activation, % at 3.6 µM; in the data active means activation above about 33%, passing the limit was not always enough;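 further: cells stimulated with NPY at EC10 then isoproterenol at EC100; 0% = low agonist plus stimulus and 100% = saturating agonist plus stimulus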
# S1P4 antagonist: human S1P4 receptor antagonism; O95977; inhibition, % at 4.98 µM; hit rate 0.26% among 220,000; S1P4-expressing cells, antagonist mode, reporter read-out; in the data active means inhibition above about 29%;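 further: 0% = wells stimulated with agonist and 100% = vehicle wells without agonist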
# Target sequence (O95977 whole entry, looked up): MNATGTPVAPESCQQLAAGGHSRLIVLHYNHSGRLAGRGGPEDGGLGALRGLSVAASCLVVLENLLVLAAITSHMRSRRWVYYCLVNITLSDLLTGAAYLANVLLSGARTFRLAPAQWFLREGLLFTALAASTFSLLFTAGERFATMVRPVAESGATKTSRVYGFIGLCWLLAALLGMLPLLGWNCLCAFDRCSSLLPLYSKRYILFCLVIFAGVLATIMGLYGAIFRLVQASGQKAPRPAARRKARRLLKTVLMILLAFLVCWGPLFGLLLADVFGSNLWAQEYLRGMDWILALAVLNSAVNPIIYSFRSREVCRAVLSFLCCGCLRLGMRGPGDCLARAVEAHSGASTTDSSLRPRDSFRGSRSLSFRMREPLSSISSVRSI
# RBBP9 inh: blocks human serine hydrolase RBBP9 | hit rate 0.2% among 220,000 | AID 1515 | recombinant RBBP9, FP-Rh probe fluorescence polarization | O75884 | inhibition, % at 7.94 µM;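 active means inhibition above the campaign mean of all tested compounds plus 3 SD, cut at about 14% in these data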;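 further: plate controls were DMSO wells with RBBP9 for no effect and wells lacking RBBP9 protein for full effect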
#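 Test system: recombinant human RBBP9. Quantity: 2.5 µM RBBP9 dispensing solution, before mixing. Detection: FP readout at 525/598 nm. Reagent: Serine-hydrolase probe FP-Rh, 375 nM pre-mixing. Measure: % inhibition. Control set: DMSO-treated enzyme wells and wells lacking RBBP9. Buffer or medium: Tris-NaCl-Pluronic buffer, pH 8.0. Times: preincubation 30 min plus labeling 45 min at 25 °C.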
# NPY-Y2 PAM-ag: human NPY-Y2 potentiation or agonism, primary screen. P49146. cells expressing NPY-Y2, potentiator/agonist read-out. activation, % at 3.6 µM. hit rate 0.45% among 220,000. AID 1359; in the data active means activation above about 27%;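 further: cells stimulated with NPY near EC25 plus isoproterenol at EC100; 0% = vehicle plus submaximal agonist and 100% = vehicle plus saturating agonist; some results beyond the cut were filed as inactive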
# Ba/F3 V617F tox: loss of viability in JAK2V617F-driven Ba/F3 cells; Ba/F3 EpoR-JAK2V617F viability, ATP luminescence; inhibition, % at 5.6 µM; hit rate 1.1% among 220,000; AID 1446;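 active means inhibition above the campaign mean plus 3 SD over all tested compounds, cut at about 24% in these data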;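 further: cytokine-independent growth of Ba/F3 cells driven by EpoR plus mutant JAK2; 0% = DMSO-treated cells and 100% = JAK inhibitor I control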
# BaF3 tox: reduces parental Ba/F3 cell viability, JAK2V617F counter-screen | CellTiter-Glo ATP luminescence | hit rate 1.1% among 220,000 | inhibition, % at 5.6 µM;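 active means inhibition above a per-campaign cutoff, the mean inhibition of all tested compounds plus 3 SD, cut at about 27% in these data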;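 further: 0% = DMSO wells and 100% = JAK Inhibitor I control wells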
# Runt-CBFb FRET: blocks binding of human RUNX1 Runt domain to CBFb; Q01196+Q13951; Cerulean-Runt/Venus-CBFb FRET ratio 530/480, 1 h; inhibition, % at 20 µM; hit rate 0.46% among 220,000; AID 1496;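 active means inhibition over about 50% at 20 µM in the single-dose screen, limit read from the data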;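 further: 0% = DMSO wells and 100% = excess unlabeled CBFb competitor control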
# Target sequence (Q01196 whole entry, looked up, the tested form may be a part): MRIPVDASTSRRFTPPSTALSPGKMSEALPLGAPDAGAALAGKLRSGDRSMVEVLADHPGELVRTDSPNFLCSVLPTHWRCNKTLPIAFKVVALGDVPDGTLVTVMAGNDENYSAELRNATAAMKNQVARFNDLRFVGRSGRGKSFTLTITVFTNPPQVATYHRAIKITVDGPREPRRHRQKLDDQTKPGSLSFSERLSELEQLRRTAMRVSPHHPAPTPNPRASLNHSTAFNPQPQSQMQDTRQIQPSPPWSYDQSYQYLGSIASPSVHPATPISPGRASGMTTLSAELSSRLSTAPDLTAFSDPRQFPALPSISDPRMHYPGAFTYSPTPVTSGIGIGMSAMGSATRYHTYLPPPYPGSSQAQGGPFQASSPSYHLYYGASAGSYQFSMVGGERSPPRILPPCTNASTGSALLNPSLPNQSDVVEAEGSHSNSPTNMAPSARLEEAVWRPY
# Target sequence (Q13951 whole entry, looked up, the tested form may be a part): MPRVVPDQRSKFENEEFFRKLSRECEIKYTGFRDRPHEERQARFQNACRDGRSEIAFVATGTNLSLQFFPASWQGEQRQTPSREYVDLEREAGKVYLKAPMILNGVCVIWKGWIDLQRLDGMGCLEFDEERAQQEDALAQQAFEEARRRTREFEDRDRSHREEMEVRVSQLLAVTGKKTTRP
#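 System: Cerulean-labeled Runt domain protein | Quantity: 100 nM of each labeled protein | Schedule: 1 h compound exposure, room temperature | Detection: Fluorescence energy transfer, 422 nm excitation, 530/480 nm emission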
# NPY-Y1 antag: blocks the human neuropeptide Y Y1 receptor; HEK293-CNG Y1 cells, membrane potential fluorescence; NPY at EC95, then isoproterenol; inhibition, % at 3.6 µM; P25929; hit rate 1% among 200,000;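 active means inhibition above the campaign mean inhibition of all tested compounds plus 3 SD, cut at about 20% in these data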;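 further: 0% = DMSO wells given NPY plus isoproterenol and 100% = isoproterenol alone without NPY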
#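 material = HEK293 cells with Y1 receptor plus CNG channel | also added = NPY 25 nM then isoproterenol 1 µM plus Ro 20-1724 25 µM | schedule = dye 3 h, compound 60 min room temperature, stimulation 45 min | measured by = membrane potential fluorescence | benchmarks = high control isoproterenol alone, low control NPY with isoproterenol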
# S1P4 agonist: agonists of human S1P4 receptor; O95977; S1P4-expressing cell line, agonist reporter assay; activation, % at 4.98 µM; hit rate 0.35% among 220,000; AID 1509; in the data active means activation above about 11%;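 further: 0% = DMSO vehicle and 100% = reference agonist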
# * marks the source's active call; other numbers are inactive results; . = no result given.
SMILES,NPY-Y1 PAM-ag,S1P4 antagonist,RBBP9 inh,NPY-Y2 PAM-ag,Ba/F3 V617F tox,BaF3 tox,Runt-CBFb FRET,NPY-Y1 antag,S1P4 agonist
CC(C)OC(=O)CSc1nnc2c3ccccc3n(C)c2n1,-20,2,-10,-4,0,-2,0,-2,2.6
CCCCCNCC(=O)Nc1cc(C(F)(F)F)ccc1OCCOC,1,-5,7,-3,-4,-2,-2,8,0.3
C/C(CC(=O)Nc1ccccn1)=N\NC(=O)C(=O)Nc1cccc(C)c1,-4,3,-5,-17,2,4,-2,4,-3.7
N#Cc1ccc(N2CCN(C(=O)c3cccc(F)c3)CC2)c(F)c1,12,-19,-11,9,1,1,-1,-1,-1.3
Cc1cc(-c2n[nH]c(=S)n2Cc2ccco2)nn1C,-27,4,-2,14,-1,1,6,2,0.3
Cc1ccc(COc2ccc(/C=N/O)cc2)cc1,12,-8,-8,-8,-5,0,-5,5,-0.6
Cc1ccccc1C(=O)c1cccn1CC(=O)NCc1ccc(Cl)cc1,-8,-6,3,-6,-2,4,-4,-2,1.5
Fc1ccc2c(Cl)c(-c3nnc(-c4cccs4)o3)sc2c1,6,-2,-3,16,-3,-1,1,3,0.1
CCOc1ccc(N2CC(C(=O)NCCC3=CCCCC3)CC2=O)cc1 (centres undefined),-16,-10,6,-6,-2,-2,0,2,-0.2
CCOC(=O)Cc1nnc(Nc2cccc(C)c2)c2ccccc12,9,-4,-3,-6,-4,3,-2,-1,-0.1
Cc1c(NC(=O)/C=C/C(=O)O)cccc1[N+](=O)[O-],19,11,-3,-1,0,0,-3,1,-1.1
COc1ccccc1N1CCN(C2CC(=O)N(C)C2=O)CC1 (centres undefined),-13,3,1,-16,1,4,0,2,-0.5
Cn1c(CCNC(=O)c2ccco2)nc2cc(NC(=O)c3ccco3)ccc21,-21,-11,-6,6,0,5,2,-1,-0.1
Cc1cccc(OC(=O)c2ccncc2)c1C,-13,-19,-8,2,3,3,1,3,-0.4
COc1ccc(SCCC(=O)NCc2ccncc2)cc1,5,3,3,-12,-5,3,-1,.,-1.8

# The final 2 records of the section before come first, to join the parts.
SMILES,NPY-Y1 PAM-ag,S1P4 antagonist,RBBP9 inh,NPY-Y2 PAM-ag,Ba/F3 V617F tox,BaF3 tox,Runt-CBFb FRET,NPY-Y1 antag,S1P4 agonist
Cc1cccc(OC(=O)c2ccncc2)c1C,-13,-19,-8,2,3,3,1,3,-0.4
COc1ccc(SCCC(=O)NCc2ccncc2)cc1,5,3,3,-12,-5,3,-1,.,-1.8
CC(SCC(=O)NC(C)C1CC2CCC1C2)C(=O)O (centres undefined),-22,1,0,0,-1,4,-2,-1,-0.6
CCOC(=O)c1c(-c2ccccc2)nnn1-c1nc(OC)nc(N2CCOCC2)n1,-3,-14,-15,0,1,-1,-2,-1,-0.2
Cc1nnc(SCc2nnc(-c3ccccc3Br)o2)s1,1,5,-9,2,2,3,-1,0,-0.1
CCCCCn1c(N2CCOCC2)nc2c1c(=O)n(CC(N)=O)c(=O)n2C,-13,-7,-7,-8,0,6,-4,-1,1.8
COc1ccc(OCC(=O)Sc2ccc(C)cc2)cc1,6,-16,-5,8,-2,6,-1,-9,-2.1
O=C1c2ccccc2-c2cccc(NS(=O)(=O)c3ccc(C(F)(F)F)cc3)c21,-12,0,-4,-1,-1,-2,-95,2,1.5
CCOc1ccc(OCc2ccc(C(=O)NCC3CCCO3)o2)cc1 (centres undefined),-22,-32,-6,12,3,2,0,-3,1.0
CN(CC(=O)N1CCOCC1)C(=O)CSc1nc2ccccc2s1,-4,-5,0,0,1,6,3,2,-0.1
N#C/C(=C/Nc1ccccc1C(=O)O)C(N)=O,2,-5,0,-26,-4,3,1,.,0.4
CN(C)CCCNCCCNC(=O)/C(=N\O)c1ccccc1,1,8,-6,2,-3,-2,-1,.,2.5
COC(=O)C1=CN(CC2CCCO2)C=C(C(=O)OC)C1c1cc(OC)c(OC)c(OC)c1 (centres undefined),-25,-10,5,15,-1,1,37,1,1.4
CSc1nncc(=O)[nH]1,-9,10,-2,0,1,6,1,-2,0.5
COc1cc2c(cc1NC(=O)CSc1nc3ccc(C)cc3[nH]1)oc1ccccc12,-12,3,-5,3,-2,1,0,-5,0.6
Cc1ccccc1NC(=S)N(Cc1ccccc1)Cc1cccs1,-14,-9,0,-9,-4,1,0,22*,-0.9
O=C(O)c1cccc(S(=O)(=O)Nc2ccc(S(=O)(=O)N3CCOCC3)cc2)c1,8,-4,3,-16,0,1,-1,1,2.1

# Record cards, as listed above. Order of values: NPY-Y1 PAM-ag	S1P4 antagonist	RBBP9 inh	NPY-Y2 PAM-ag	Ba/F3 V617F tox	BaF3 tox	Runt-CBFb FRET	NPY-Y1 antag	S1P4 agonist
# Record of COc1ccc(OCC(=O)Sc2ccc(C)cc2)cc1 = 6	-16	-5	8	-2	6	-1	-9	-2.1
# Record of Cc1cc(-c2n[nH]c(=S)n2Cc2ccco2)nn1C = -27	4	-2	14	-1	1	6	2	0.3

# Continuation.
SMILES,NPY-Y1 PAM-ag,S1P4 antagonist,RBBP9 inh,NPY-Y2 PAM-ag,Ba/F3 V617F tox,BaF3 tox,Runt-CBFb FRET,NPY-Y1 antag,S1P4 agonist
Cc1ccn2cc(CCNC(=O)C3CCCCC3)nc2c1,7,-13,-9,5,-4,-3,0,7,-0.5
COc1ccc(C2(O)CCN(Cc3nnnn3Cc3ccc(F)cc3)CC2)cc1,-1,-22,-2,-12,-2,-1,-1,-1,-2.6
COc1cc(C(=O)NCCN2CCCC2)cc(OC)c1OC,0,-5,7,12,-3,2,0,-1,0.9
CCOC(=O)C1=C(O)c2ccccc2C(=O)/C1=C\c1ccc(C)cc1,-11,5,-2,0,-1,6,26,6,-0.7
CCC(=O)Nc1ccccc1C(=O)OCC(=O)c1ccc2ccccc2c1,1,-9,-11,-9,-4,-1,-2,13,4.5
Cc1ccc(-n2c(SCC(=O)OC(C)C)nnc2-c2ccncc2)cc1,-2,-35,-6,20,-3,4,-2,-10,-1.6
Cc1ccnc(N2CCN(c3cc(C)c(C#N)c4nc5ccccc5n34)CC2)c1,-3,-16,-8,6,-3,0,.,7,-2.6
COc1ccc(/C=C(\C#N)C(=O)OCC(=O)NCc2ccccc2)cc1,-19,-7,-11,-11,5,6,-6,-3,0.3
CC(C)(C)C1CCC(=NNS(=O)(=O)c2ccc(Br)cc2)CC1 (centres undefined),-26,6,-1,-10,-4,0,-2,11,3.1
O=C(COC(=O)c1ccc(S(=O)(=O)N2CCCCC2)cc1)NCc1ccco1,30,-1,-2,1,-4,2,0,-1,0.0
C/C(=N\NC(=O)C(C)n1nc(C)c([N+](=O)[O-])c1C)c1ccccc1O (centres undefined),-10,-13,1,-15,1,8,1,-3,103*
Cc1ccc2c(c1)C1CN(C)CCC1N2C(=O)COc1ccc(N(C)S(=O)(=O)c2cccs2)cc1 (centres undefined),-2,-11,-1,-18,-4,2,0,.,-0.1
CCOc1cc(CNCC(C)C)c(Cl)cc1OCC(=O)Nc1ccccc1,14,-9,1,-26,0,6,-1,3,0.4
Cn1c(N2CCN(c3ccccn3)CC2)nc2c1c(=O)n(Cc1ccc(Cl)cc1)c(=O)n2C,-17,-10,-12,3,4,2,-6,1,-0.3
CCC(C)NC(=O)c1cnn2c1NC(c1ccc3c(c1)OCO3)CC2C(F)(F)F (centres undefined),-9,-7,-9,-6,1,5,-2,15,1.9
Cc1ccc(O)c(C(=O)/C=C/c2ccc3c(c2)OCCCO3)c1,-53,4,6,-18,-3,1,-3,16,-1.1
COc1ccc(/C(N)=N/OC(=O)CSc2ccccc2)cc1OC,-6,-10,10,-7,-4,2,-6,1,-2.2
COc1cc(C2Nn3c(nnc3-c3ccccc3OC)S2)ccc1O (centres undefined),-5,-30,-7,11,-3,2,-6,-2,-1.1
CC1(C)C2CCC(C2)C1(C)NC(=O)CN1CCN(Cc2ccccc2)CC1 (centres undefined),7,10,1,-7,-1,11,-5,4,1.1
Cc1cccc(NC(=O)N[C@@H](C)C(=O)O)c1,10,-9,-5,-8,-1,5,1,2,-0.9
C#CCOCCOCCOCCNc1nc(N2CCN(C(=O)[C@H](CCCCN)n3cc([C@@H](N)C(C)CC)nn3)CC2)nc(N2CCN(C(=O)[C@H](CCCCN)n3cc([C@@H](N)CC(C)C)nn3)CC2)n1 (some centres undefined),7,-6,4,7,-3,-3,-1,-2,0.4
CN(C)C(=O)CSc1nnc2sc3ccccc3n12,5,-4,9,13,0,3,-3,5,1.0
Cc1ccc(NS(=O)(=O)c2cc([N+](=O)[O-])ccc2NNC(=S)Nc2cccc(Cl)c2)c(C)c1,38,1,-13,31*,3,8,4,-11,1.4
CCCC(=O)Nn1cnc2c(c1=O)C1(CCCC1)Cc1ccccc1-2,-11,-19,5,-12,-1,6,0,5,0.2
O=C(NCCCN1CCN(c2ccc(F)cc2)CC1)c1cccc(N2CCCC2=O)c1,-26,7,10,-10,-4,-1,1,1,-0.1
NC(=O)c1sc2nc(-c3ccccc3)c3c(c2c1N)CCCC3,6,-12,-10,-14,7,16,.,-7,-2.1
COc1ccc2[nH]c(=O)c(CN(c3ccc(C)c(C)c3)S(C)(=O)=O)cc2c1,-12,1,0,-1,1,0,-4,3,-1.1
CCOCCn1c(COc2ccccc2)nc2ccccc21,-11,-5,5,3,-4,0,1,-1,0.2
C=CCSC1=Nc2sccc2C2=NC(=O)CN12,-7,0,-7,6,1,2,-2,2,1.9
Cc1cccc(C)c1OCC(O)CNC(C)C (centres undefined),-47,-7,4,-8,-5,1,1,6,-0.4
Cc1ccc(C2(C)NC(=O)N(Cc3c(C)noc3C)C2=O)cc1 (centres undefined),-8,-5,-5,-10,4,3,-1,11,0.5
CCN(CC)CCOc1ccc(Br)cc1,-9,-15,3,-11,0,2,-1,7,0.2
COc1ccccc1-n1cnc2cc(NS(=O)(=O)c3ccccc3)ccc21,9,16,-10,8,-1,1,-1,-4,-2.6
Cc1ccc(-c2nnc(SCC(=O)Nc3ccc4c(c3)oc3ccccc34)n2C)c(Cl)c1,-12,-6,-4,-3,-4,-3,-4,0,0.8
Cc1cc(/C=C(\C#N)C(=O)Nc2ccc(F)cc2)c(C)n1-c1ccc(N2CCOCC2)c([N+](=O)[O-])c1,-19,-29,-5,-16,-4,5,2,-5,2.3
Cc1cccc(-n2c(SCc3cc(=O)n4ccsc4n3)nc3ccccc32)c1,-1,-3,-2,-23,-5,-1,0,4,-1.0
CCOC(=O)Nc1ccc(C(=O)NCC2CCCO2)cc1 (centres undefined),10,-1,-10,8,-4,1,0,0,-1.8
Cc1nnc(NC(=O)CSc2ncnc3c2cnn3-c2ccccc2C)s1,-27,-19,-3,7,-2,8,0,2,-1.1
COCCNC(=S)N/N=C(\C)c1ccccc1OC,-8,4,-3,-6,3,9,0,-1,-0.6
O=C(CSc1nc2[nH]ncc2c(=O)n1-c1ccccc1Br)NCc1ccccc1Cl,15,-4,-9,10,2,9,0,2,-0.4

# This is a random part of the collection. About 3.6% of those tested had a hit in this group.
